Pf growth 48h: Primary qHTS for delayed death inhibitors of the malarial parasite plastid, 48 hour incubation; P. falciparum luciferase growth in erythrocytes, 48 h; Potency, µM (doses to about 28.7 µM), without a hit: at the highest dose activity change, negative = inhibition, hits mostly inhibitors; AID 504832, 2011; 5.9% of 310,000 active; further: potency means the concentration at half of the fitted maximal effect; on the % scale 0 is the no-effect control and ±100 the full control effect
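Luciferase-expressing P. falciparum in infected erythrocytes (2% hematocrit, 0.1% parasitemia final) in RPMI 1640/0.5% Albumax were exposed to compound for 48 hours at 37 C, 5% CO2; growth read as luminescence.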
AmpC no deterg: qHTS Inhibitors of AmpC Beta-Lactamase (assay without detergent); P00811; AmpC nitrocefin hydrolysis, absorbance 480 nm, 0.0001% Triton; Potency, µM (top dose mostly 57.1 µM), for the others: at the top dose activity change, negative = inhibition, most hits filed as inhibitors; 0.52% of 330,000 active;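 further: potency means the concentration at half of the fitted maximal effect; plate controls were no compound for no effect and no enzyme for full effect; nearly all actives have a fitted effect of over 20% in size; some results filed as inactive show a strong effect at the top dose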
Target sequence (P00811 whole entry, looked up): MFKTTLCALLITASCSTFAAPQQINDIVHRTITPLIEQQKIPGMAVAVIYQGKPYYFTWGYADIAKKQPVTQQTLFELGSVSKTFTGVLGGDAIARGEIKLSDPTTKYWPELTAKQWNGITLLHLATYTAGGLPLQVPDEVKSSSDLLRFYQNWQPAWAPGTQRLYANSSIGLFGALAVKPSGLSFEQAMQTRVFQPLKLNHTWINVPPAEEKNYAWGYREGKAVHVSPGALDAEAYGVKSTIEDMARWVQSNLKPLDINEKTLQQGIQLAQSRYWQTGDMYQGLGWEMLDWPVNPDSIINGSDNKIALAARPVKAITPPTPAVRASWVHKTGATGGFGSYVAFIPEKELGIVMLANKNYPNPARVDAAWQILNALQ
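AmpC (5.3 nM in the dispensed reagent) in 20 mM phosphate pH 7.0 with 0.01% (detergent screen) or 0.0001% Triton X-100 was preincubated with compounds for 15 min at room temperature. Nitrocefin was then added from an 800 uM solution, and hydrolysis was followed at 480 nm.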
Pf growth 96h: Primary qHTS for delayed death inhibitors of the malarial parasite plastid, 96 hour incubation. Potency, µM (highest dose often 28.7 µM), for the others: at the top dose activity change, negative = inhibition, hits mostly inhibitors. P. falciparum luciferase reporter growth, 96 h. 6.9% of 320,000 active; further: potency means the concentration at half of the fitted maximal effect; on the % scale 0 is the no-effect control and ±100 the full control effect
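Plates of compound plus infected erythrocytes (2% hematocrit, 0.05% parasitemia final) incubate 96 hours, 37 C, 5% CO2. Detection reagent added; reduced luminescence from the parasites' luciferase reporter flags inhibition.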
Shiga toxin inh: A qHTS for Small Molecule Inhibitors of Shiga Toxin; Vero cells, Shiga toxin protein synthesis inhibition reporter; inhibition, % at 38.7 µM; 9.2% of 290,000 active; in the data active means inhibition mostly above about 28%, no sharp cut-off; inactive means mostly below about 43%; further: 0% is about no effect
LmPK inh: qHTS Assay for Inhibitors of Leishmania Mexicana Pyruvate Kinase (LmPK) | 0.37% of 290,000 active | Q27686 | purified LmPK, Kinase-Glo ATP luminescence, 1 h | Potency, µM (highest dose often 57.5 µM), without a hit: at the highest dose activity change, negative = inhibition, actives largely listed as inhibitors | AID 1721, 2009; further: potency means the concentration at half of the fitted maximal effect; on the % scale 0 is the no-effect control and ±100 the full control effect
Target sequence (Q27686 whole entry, looked up): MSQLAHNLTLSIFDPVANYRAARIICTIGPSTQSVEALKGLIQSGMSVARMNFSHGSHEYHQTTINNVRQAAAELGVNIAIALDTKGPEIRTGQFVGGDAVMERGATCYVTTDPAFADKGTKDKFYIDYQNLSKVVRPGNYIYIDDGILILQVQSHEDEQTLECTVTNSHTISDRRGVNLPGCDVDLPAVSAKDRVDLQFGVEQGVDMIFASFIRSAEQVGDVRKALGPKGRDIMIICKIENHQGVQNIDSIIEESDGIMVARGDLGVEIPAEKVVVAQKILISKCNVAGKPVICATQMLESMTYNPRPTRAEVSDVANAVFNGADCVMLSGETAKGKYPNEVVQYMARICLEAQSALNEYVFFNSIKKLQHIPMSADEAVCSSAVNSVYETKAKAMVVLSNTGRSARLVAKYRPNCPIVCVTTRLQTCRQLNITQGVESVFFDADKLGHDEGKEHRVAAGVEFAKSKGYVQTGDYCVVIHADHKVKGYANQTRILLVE
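Pyruvate kinase activity monitored as ATP production (luciferase luminescence). Conditions: 0.1 nM enzyme, 0.5 mM PEP, 0.1 mM ADP, 1 h, RT; normalized against uninhibited and no-enzyme wells.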
TbPYK inhibitor: qHTS of Trypanosoma Brucei Inhibitors. pyruvate kinase (Trypanosoma brucei), Q57TT1. TbPYK enzyme, Kinase-Glo Plus ATP luminescence, 45 min. Potency, µM (top dose mostly 76.8 µM), inactives show at the highest dose activity, negative = inhibition, most hits filed as inhibitors. 0.12% of 410,000 active; further: potency means the concentration at half of the fitted maximal effect; on the % scale 0 is the no-effect control and ±100 the full control effect; nearly all actives have a fitted effect of over 50% in size
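Assay buffer: 50 mM TEA pH 7.2, 100 mM KCl, 10 mM MgCl2, 0.05% BSA, 0.01% Tween-20. Pyruvate kinase from T. brucei plus substrate met compound, then ADP (130 uM final). Luminescence was read post 45 min RT.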
CHX counter: Cycloheximide Counterscreen for Small Molecule Inhibitors of Shiga Toxin; AID 2314, 2010; 12% of 300,000 active; cell reporter, cycloheximide protein synthesis inhibition counterscreen; max response, %; in the data active means max response mostly above about 13%, no sharp cut-off; inactive means mostly below about 14%; further: read at 38.3 µM for the half of the compounds with a filed dose; 0% is about no effect
* hit, by the source's call; u = inconclusive; x = not tested or not shown; & = joins results of further samples; [ ] = remark or other dose. Unless noted, the call rests on the fitted dose curve; in most records, active means well fitted curve in the direction sought with a large enough effect; inconclusive means small, poorly fitted or top-dose-only effect, or another doubt; inactive means no such curve, though single readings can be large; an effect the other way counts as inactive or inconclusive.

Start of the listing, in advance:
SMILES | Pf growth 48h | AmpC no deterg | Pf growth 96h | Shiga toxin inh | LmPK inh | TbPYK inhibitor | CHX counter
Cc1ccc(OCc2nnc(SCC(=O)CC(=O)Nc3ccccc3)o2)cc1 | u | -27% | u | 18 | 12% | 0% | -3
Cc1c(/C=N/n2cnnc2)c2ccccc2n1C | 16% | -5% | x | -7 | 1% | -1% | -3
C=CCNC(=S)N1CCN(c2ccc([N+](=O)[O-])cc2)CC1 | 1.7µM* | -23% | u | -14 | 6% | -12% | 1
CCCCn1c(N)c(N(CC(C)C)C(=O)CSc2n[nH]c(-c3ccc(C)cc3)n2)c(=O)[nH]c1=O | u | -19% | u | x | x | -3% | x
C/C(CC(=O)Nc1ccc(Cl)c(C(F)(F)F)c1)=N\NC(=O)c1cccc(O)c1 | 12µM* | -34% | -1% | 68* | 5% | -1% | 44*
C[C@]12CC(O)C3C(CCC4=CC(=O)CC[C@@]43C)C1CCC2c1csc(-c2ccccc2)n1 (stereo partly drawn) | 5.2µM* | -19% | u | -7 | 0% | 8% | -6
CCCCC(c1nnnn1CS(=O)(=O)c1ccc(C)cc1)N1CCC(C(N)=O)CC1 (stereo not drawn) | u | 121%[activator] | 0% | -8 | 1% | 2% | -6
Cc1cc(OCC(=O)Nc2ccccc2C(N)=O)c2c(C)cc(=O)oc2c1 | 12% | -27% | 65%[activator] | 2 | -11% | -3% | 1
COc1cc(Br)c(C(=O)c2nccc3cc(OC)c(OC)cc23)cc1OC | 6.6µM* | 17% | 8% | -12 | -2% | -16% | -4
Cc1ccc(OCC(=O)Nc2c(C)nn(-c3ccccc3)c2C)c(Br)c1 | u | 91%[activator] | -2% | x | x | 1% | x

The list itself, repeating the preview:
SMILES | Pf growth 48h | AmpC no deterg | Pf growth 96h | Shiga toxin inh | LmPK inh | TbPYK inhibitor | CHX counter
Cc1ccc(OCc2nnc(SCC(=O)CC(=O)Nc3ccccc3)o2)cc1 | u | -27% | u | 18 | 12% | 0% | -3
Cc1c(/C=N/n2cnnc2)c2ccccc2n1C | 16% | -5% | x | -7 | 1% | -1% | -3
C=CCNC(=S)N1CCN(c2ccc([N+](=O)[O-])cc2)CC1 | 1.7µM* | -23% | u | -14 | 6% | -12% | 1
CCCCn1c(N)c(N(CC(C)C)C(=O)CSc2n[nH]c(-c3ccc(C)cc3)n2)c(=O)[nH]c1=O | u | -19% | u | x | x | -3% | x
C/C(CC(=O)Nc1ccc(Cl)c(C(F)(F)F)c1)=N\NC(=O)c1cccc(O)c1 | 12µM* | -34% | -1% | 68* | 5% | -1% | 44*
C[C@]12CC(O)C3C(CCC4=CC(=O)CC[C@@]43C)C1CCC2c1csc(-c2ccccc2)n1 (stereo partly drawn) | 5.2µM* | -19% | u | -7 | 0% | 8% | -6
CCCCC(c1nnnn1CS(=O)(=O)c1ccc(C)cc1)N1CCC(C(N)=O)CC1 (stereo not drawn) | u | 121%[activator] | 0% | -8 | 1% | 2% | -6
Cc1cc(OCC(=O)Nc2ccccc2C(N)=O)c2c(C)cc(=O)oc2c1 | 12% | -27% | 65%[activator] | 2 | -11% | -3% | 1
COc1cc(Br)c(C(=O)c2nccc3cc(OC)c(OC)cc23)cc1OC | 6.6µM* | 17% | 8% | -12 | -2% | -16% | -4
Cc1ccc(OCC(=O)Nc2c(C)nn(-c3ccccc3)c2C)c(Br)c1 | u | 91%[activator] | -2% | x | x | 1% | x
C[C@H]1CCCC(=O)CCC/C=C/c2cc(O)cc(O)c2C(=O)O1 | x | -29% | 13µM* | -11 | 6% | -6% | -3
O=C(Cc1n[nH]c(=O)c2ccccc12)Nc1cc(C(F)(F)F)ccc1-n1cncn1 | u | 0% | 6% | x | x | 2% | x
CCCNC(=O)C1CCN(S(=O)(=O)c2ccc(Br)cc2)CC1 | 4.7µM* | -4% | 13% | 9 | 5% | 2% | 1
COc1ccc(NC(=O)c2cc(-c3ccc(C)cc3)on2)cc1 | 58%[activator] | -19% | -26% | x | 0% | 5% | 2
CCN(C(=O)Nc1ccccc1OC)c1c(N)n(Cc2ccccc2)c(=O)[nH]c1=O | x | -7% | -23% | 10 | 5% | -5% | -2
CCN(CC)c1ncn(Cc2c(Cl)cccc2Cl)c2ncnc1-2 | u | 37% | u | -16 | 8% | -10% | -3
CC(C)(C)c1ccc(C(=O)NNC(=O)c2ccncc2)cc1 | 23% | 0% | 49%[activator] | -3 | 0% | 3% | 0
Cc1cccc(NC(=O)CC2S/C(=N/c3nccs3)N(C)C2=O)c1 (stereo not drawn) | -13% | -22% | x | -12 | 7% | 2% | -1
c1ccc(N2CCN(c3ccccc3)C2c2cccs2)cc1 | -16% | -45% | x | 94* | 4% | 3% | 30*
COc1ccc(/C(C)=N/Nc2ncc(Cl)cc2Cl)c(O)c1 | u | -9% | u | 33 | -1% | 8% | 8
O=C(C(c1ccccc1)c1ccccc1)N1CCN(Cc2ccc(Br)cc2)CC1 | u | -6% | x | -4 | 3% | 1% | 1
CC(=O)c1ccc(NC(=S)Nc2ccc(N3CCOCC3)cc2)cc1 | -20% | -17% | -6% | 25 | -2% | -2% | 11
O=C1N(Nc2ccccc2)C(c2ccc(Br)cc2)C12CCCCC2 (stereo not drawn) | x | -31% | u | -14 | 2% | 103%[activator] | -5
Cc1ccccc1N1C(=O)C2C3CC(=O)C(c4ccccc43)C2C1=O (stereo not drawn) | 44%[activator] | -18% | 106%[activator] | -3 | -1% | -8% | -2
O=C(CC1C(=O)NCCN1Cc1cccc(Oc2ccccc2)c1)NCc1cccnc1 (stereo not drawn) | 2% | 68%[activator] | u | -3 | 0% | -18% | -3

Carrying on.
SMILES | Pf growth 48h | AmpC no deterg | Pf growth 96h | Shiga toxin inh | LmPK inh | TbPYK inhibitor | CHX counter
CCc1ccc(NC(=O)CCNS(=O)(=O)c2cccc3nsnc23)cc1 | -2% | -16% | x | -18 | 6% | 4% | -2
CCOC(=O)C1=C(COC(=O)/C=C/c2cc(Br)ccc2F)NC(=O)NC1C (stereo not drawn) | 5% | 4% | 34%[activator] | x | x | -26% | x
COc1ccc(C(=O)NC2CCCCCC2)cc1S(=O)(=O)N1CCCC1 | -24% | 0% | u | 7 | 7% | -9% | -2
CCOC(=O)N/N=C/c1ccc(OC)c(O)c1 | 53%[activator] | -21% | u | 69* | -1% | 1% | 33*
Cc1onc(-c2c(Cl)cccc2Cl)c1CO/N=C(\C#N)c1c(Cl)cccc1Cl | 15µM* | -24% | u | 3 | 2% | 4% | 10
Cc1ccc(C2N=C(N)Nc3nc4ccccc4n32)cc1 (stereo not drawn) | -14% | -20%[11.4 µM] | -9% | 2 | 5% | 3%&-6% | 1
CCOc1ccccc1CNCc1ccc(F)cc1 | 6% | -20% | 19% | 7 | 0% | 1% | -2
COc1ccc(N(CC(=O)N2CCN(Cc3ccccc3)CC2)S(C)(=O)=O)cc1 | -7% | 7% | 379%[activator] | -7 | 1% | 5% | 0
C/C=C\C(=O)Nc1cccc(C2=NOC3(C2)C[C@@H](C(N)=O)N(C(=O)c2ccc(Cl)cc2)C3)c1 (stereo partly drawn) | 17% | 64%[activator] | -16% | -7 | 4% | -2% | -2
COc1ccc(CCNC(=O)CSc2nc(-c3ccco3)cc(C(F)(F)F)n2)cc1OC | -19% | 45% | u | -25 | 3% | 4% | -4
CCC1(c2ccc(F)cc2)NC(=O)N(CC(=O)c2ccc[nH]2)C1=O (stereo not drawn) | -8% | -44% | x | -4 | 7% | 4% | -2
O=C(O)/C=C/C(=O)NC1CCC(CC2CCC(NC(=O)/C=C/C(=O)O)CC2)CC1 (stereo not drawn) | 9% | -16% | 44%[activator] | 13 | 6% | 5% | 9
Cc1cc(S(=O)(=O)Nc2ccc(C(=O)NCc3cccnc3)cc2)ccc1F | 14% | 6% | -21% | x | x | 2% | x
COc1cccc(CCNCc2cccc(C(F)(F)F)c2)c1 | -20% | -14% | 42%[1.15 µM] | -23 | 0% | -3% | 2
CCN(CCNc1ccc([N+](=O)[O-])c2cccnc12)S(=O)(=O)c1ccc(Cl)cc1 | -23% | -48% | u | -4 | 4% | 1% | -4
COc1ccc(OC)c2[nH]c(=O)c(CCNS(=O)(=O)c3ccc(C)cc3)cc12 | 34%[activator] | 77%[activator] | u | 5 | 2% | 3% | 2
COCCNc1nc(NCc2ccccc2)c2cnn(C)c2n1 | 6% | -2% | 38%[activator] | -7 | -2% | 1% | -2
Cc1cc2nnc(SCC(=O)Nc3cc(S(=O)(=O)N4CCOCC4)ccc3Cl)n2c2ccccc12 | 5.2µM* | -58% | 7.4µM* | -7 | -4% | u | -1
Cc1cc(C)c(C)c(S(=O)(=O)NNC(=O)c2cccc(S(=O)(=O)N3CCOCC3)c2)c1C | u | -17% | u | -7 | 5% | -3% | -3
Cn1c(-c2sc3cc(C(F)(F)F)cnc3c2-c2cccnc2)n[nH]c1=S | x | -2% | 4% | 1 | u | u | 1
COCCn1c(SC2CCOC2=O)nc2ccccc2c1=O (stereo not drawn) | -1% | -36% | 31%[activator] | 4 | 10% | 1% | 1
CCOC(=O)N1CCC(N2Cc3cccc(C(=O)N4CCN(c5cccc(C)c5C)CC4)c3C2=O)CC1 | 10µM* | 230%[activator] | u | 14 | 11% | 8% | -2
CN(C)Cc1c(C(=O)N/N=C/c2ccccc2OCc2ccc(F)cc2)nnn1-c1nonc1N | 17% | -5% | 43%[activator] | -7 | -3% | -1% | -5
CCOC(=O)c1cnc(NCc2ccccc2)nc1C | 5% | -7% | 28% | 55* | 0% | x | 44*
Cc1noc2ncnc(Oc3ccc(Cl)cc3Cl)c12 | -5% | -15%[2.29 µM] | -32%[5.75 µM] | -6 | 2% | -6% | -3

(continued)
SMILES | Pf growth 48h | AmpC no deterg | Pf growth 96h | Shiga toxin inh | LmPK inh | TbPYK inhibitor | CHX counter
CCOC(=O)c1cnn(Cc2cccc(Cl)c2)c1C | 13µM* | 20% | u | -1 | 13%[11.5 µM] | 5% | 23
CC(NC(=O)c1ccccc1F)c1cccc2ccccc12 (stereo not drawn) | -5% | 2% | 43%[activator] | x | x | 1% | x
COc1ccc(OC)c(CCNC(=O)c2ccc3c(c2)N(Cc2ccccc2)CCS3)c1 | u | -14% | 13µM* | 11 | 7% | -10%&-2% | 6
COc1ccc(NC(=O)Cc2ccsc2)cc1S(=O)(=O)N1CCOCC1 | u | -11% | u | x | x | 0% | x
CCNc1nc(SC)nc(N(C#N)CC(=O)OC)n1 | -8% | -6% | x | -11 | 5% | -16% | -2
CC(C)(C)C(=O)N/C(N)=N/c1nc2ccccc2o1 | 264%[activator] | -27% | 400%[activator] | 71* | 3% | 7% | 50*
CS(=O)(=O)c1ccc2nc(NC(=O)C3C4C=CC(C4)C3C(=O)O)sc2c1 (stereo not drawn) | 14% | -11% | -2% | 15 | -5% | 5% | 3

High-throughput results (PubChem BioAssay)
